Bioassay records as filed in PubChem.
Pol beta inh: qHTS Assay for Inhibitors of DNA Polymerase Beta; P06746; Pol beta primer extension/strand displacement, fluorescence kinetic; Potency, µM (doses to about 114 µM), for inactives: at the top dose activity change, negative = inhibition, hits mostly inhibitors; 340,000 tested, 1.3% active; AID 485314, 2010; also: % is scaled to controls: 0 for no effect and ±100 for the full control effect
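Enzyme-only controls used 10 nM Pol beta; buffer lacking enzyme served as negative control. Compound preincubated 15 min, then 50 nM substrate added; 0 and 10 min reads at room temperature.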
APEX1 inh: qHTS Assay for Inhibitors of the Human Apurinic/apyrimidinic Endonuclease 1 (APE1). AID 2517, 2012. Potency, µM (top dose mostly 65.8 µM), inactives show at the top dose activity change, negative = inhibition, most hits filed as inhibitors. recombinant APE1, TAMRA/BHQ-2 abasic DNA cleavage fluorescence. 350,000 tested, 0.35% active. DNA repair nuclease/redox regulator APEX1 (Homo sapiens), P27695;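 also: plate controls were vehicle for no effect and reference inhibitor for full effect; nearly all actives have a fitted effect of over 55% in size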
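Readout is kinetic fluorescence (ex 525, em 598 nm) from cleavage of 50 nM TAMRA/BHQ-2 THF abasic duplex by 0.75 nM APE1, compound added 15 min beforehand at RT.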
POLK inh: qHTS for Inhibitors of Polymerase Kappa | DNA polymerase kappa (Homo sapiens), Q9UBT6 | purified Pol kappa, fluorescent DNA synthesis assay, 10 min | Potency, µM (top dose mostly 107 µM), for the others: top-dose activity, negative = inhibition, most hits filed as inhibitors | 400,000 tested, 0.53% active | AID 588579, 2011; also: % is scaled to controls: 0 for no effect and ±100 for the full control effect
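Fluorescent qHTS in 1536-well format: enzyme (10 nM) and compound sat 15 min at room temperature before 50 nM substrate (final) was added. Signal taken at 0 and 10 min; no-enzyme buffer wells were negative controls.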
Pol iota inh: qHTS for Inhibitors of Polymerase Iota | 390,000 tested, 1% active | Potency, µM (highest dose often 115 µM), inactives show at the top dose activity, negative = inhibition, hits mostly inhibitors | DNA polymerase iota (Homo sapiens), Q9UNA4 | Pol iota fluorescent replication assay, 10 min | AID 588590, 2011
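Fluorescent replication assay read twice, at 0 min and 10 min after adding 50 nM (final) substrate. Enzyme (10 nM) and compounds were first incubated 15 min at room temperature; enzyme-free buffer wells were negative controls.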
JMJD2A Tudor inh: qHTS Assay for Inhibitors of JMJD2A-Tudor Domain; Lysine-specific demethylase 4A (Homo sapiens), O75164; AlphaScreen JMJD2A-Tudor / H3K4me3 peptide binding; 390,000 tested, 4.4% active; Potency, µM (series often up to 114 µM), for the others: at the highest dose activity change, negative = inhibition, hits mostly inhibitors; also: % is scaled to controls: 0 for no effect and ±100 for the full control effect; nearly all actives have a fitted effect of over 50% in size
Pol eta inh: qHTS for Inhibitors of Polymerase Eta; recombinant Pol eta, fluorescent DNA replication assay; 390,000 tested, 1.2% active; DNA polymerase eta (Homo sapiens), Q9Y253; Potency, µM (doses to about 114 µM), without a hit: at the top dose activity change, negative = inhibition, usual class: inhibitors; AID 588591, 2011; also: % is scaled to controls: 0 for no effect and ±100 for the full control effect
Target sequence (Q9Y253 whole entry, looked up): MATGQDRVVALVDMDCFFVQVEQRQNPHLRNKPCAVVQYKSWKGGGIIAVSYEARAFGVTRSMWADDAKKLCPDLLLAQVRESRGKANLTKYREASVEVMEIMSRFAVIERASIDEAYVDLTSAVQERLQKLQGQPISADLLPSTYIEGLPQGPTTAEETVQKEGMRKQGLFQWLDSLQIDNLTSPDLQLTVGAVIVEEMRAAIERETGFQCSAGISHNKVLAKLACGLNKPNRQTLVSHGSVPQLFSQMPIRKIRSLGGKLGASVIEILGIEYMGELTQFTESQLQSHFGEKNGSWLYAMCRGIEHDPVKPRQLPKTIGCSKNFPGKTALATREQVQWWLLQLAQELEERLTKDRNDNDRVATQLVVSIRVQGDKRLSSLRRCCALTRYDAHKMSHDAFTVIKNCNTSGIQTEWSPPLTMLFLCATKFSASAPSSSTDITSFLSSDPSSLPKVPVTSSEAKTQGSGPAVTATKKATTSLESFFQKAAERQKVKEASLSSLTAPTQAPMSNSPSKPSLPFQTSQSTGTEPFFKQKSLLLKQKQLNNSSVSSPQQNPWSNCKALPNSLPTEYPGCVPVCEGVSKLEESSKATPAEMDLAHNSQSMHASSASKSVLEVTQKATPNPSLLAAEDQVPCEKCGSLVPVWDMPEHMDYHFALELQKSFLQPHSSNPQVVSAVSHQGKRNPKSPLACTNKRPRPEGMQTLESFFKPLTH
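Fluorescent replication assay: 50 nM final substrate added after a 15 min room-temperature compound preincubation with 10 nM enzyme. Signal taken at 0 min and again at 10 min.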
G9a block: qHTS Assay for Inhibitors of Histone Lysine Methyltransferase G9a; Histone-lysine N-methyltransferase EHMT2 (Homo sapiens), Q96KQ7; 350,000 tested, 8.8% active; G9a H3K9 monomethylation, AlphaScreen, 2 h; Potency, µM (highest dose often 102 µM), inactives show at the top dose activity, negative = inhibition, actives largely listed as inhibitors; also: % is scaled to controls: 0 for no effect and ±100 for the full control effect; nearly all actives have a fitted effect of over 75% in size
Target sequence (Q96KQ7 913-1193 limits assumed): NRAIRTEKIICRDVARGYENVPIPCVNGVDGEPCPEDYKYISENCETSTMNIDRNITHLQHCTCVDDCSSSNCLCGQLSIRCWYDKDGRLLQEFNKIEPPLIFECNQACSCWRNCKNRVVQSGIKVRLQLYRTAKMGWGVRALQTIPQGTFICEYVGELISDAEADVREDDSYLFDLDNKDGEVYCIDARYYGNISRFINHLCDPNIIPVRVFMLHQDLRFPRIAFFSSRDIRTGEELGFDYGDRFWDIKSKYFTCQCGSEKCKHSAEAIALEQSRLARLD
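Methyltransferase reactions run at room temperature for 2 h (20 nM enzyme, 500 nM biotin-H3K9 peptide, 20 uM SAM) after a 15 min compound preincubation; product detected by AlphaScreen beads and anti-H3K9me1 antibody.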
BAZ2B block: qHTS Assay for Inhibitors of BAZ2B | Bromodomain adjacent to zinc finger domain protein 2B (Homo sapiens), Q9UIF8 | AlphaScreen BAZ2B-H3K14Ac peptide displacement | Potency, µM (series often up to 114 µM), without a hit: at the top dose activity change, negative = inhibition, usual class: inhibitors | 360,000 tested, 4.4% active | AID 504333, 2011; also: % is scaled to controls: 0 for no effect and ±100 for the full control effect; nearly all actives have a fitted effect of over 60% in size
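BAZ2B 50 nM plus b-H3(5-23)K14Ac 50 nM, PBS pH 7.4/0.01% Tween-20, 30 min RT; compound added (max 110 uM), 30 min RT; streptavidin donor/Ni-chelate acceptor beads 10 ug/mL final, 20 min dark; AlphaScreen read.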
BLM helicase inh: qHTS Assay for Inhibitors of Bloom's syndrome helicase (BLM); RecQ-like DNA helicase BLM (Homo sapiens), P54132; recombinant BLM DNA unwinding, fluorescence dequenching; Potency, µM (series often up to 56.1 µM), inactives show at the highest dose activity change, negative = inhibition, most hits filed as inhibitors; 350,000 tested, 0.2% active;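 also: plate controls were vehicle for no effect and no enzyme for full effect; nearly all actives have a fitted effect of over 35% in size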
Active calls of the source: *; ? = inconclusive; nt = not tested or not shown; [ ] = another dose, or the depositor's remark. Calls follow the shape of the dose curve; as a rule, active = well fitted curve in the direction sought with a large enough effect; inconclusive = small, poorly fitted or top-dose-only effect, or another doubt; inactive = no such curve, though single readings can be large; an effect the other way counts as inactive or inconclusive. Potency is read from the fitted curve at half-maximal effect. Only part of the results is shown (hit frequency here may not be typical).

Pol beta inh,APEX1 inh,smiles,POLK inh,Pol iota inh,JMJD2A Tudor inh,Pol eta inh,G9a block,BAZ2B block,BLM helicase inh
9.9%,-3.2%,CN1CCc2c1nc1ccccc1c2N=C1CCCN1Cc1ccccc1,2.9%,-12.5%,44.7µM*,-5.6%,-2.8%[59 µM],-7.8%,-11.9%
9.3%,-8.3%,CC1CCN(C(=S)c2cn(Cc3ccc(F)cc3)c3ccccc23)CC1,-3.9%,20.9%,?,-14.1%,0.5%,?,-6.8%
nt,51.1%,C[C@H](NCCc1ccc(O)cc1)[C@H](O)c1ccc(O)cc1,11.0%,-10.5%,-5.0%,-3.8%,-25.9%[59 µM],1.6%,nt
15.0%,nt,CCCn1c(=O)c2sccc2n2c(CCCC(=O)NC3CCC(C)CC3)nnc12 (configuration not stated),10.8%,10.1%,-16.5%,-18.8%,0.6%[59 µM],-3.0%,2.5%
-1.0%,-1.6%,Cc1cnc(NC(=O)CC2CCCC2)s1,-8.5%,-19.6%,-15.9%,-3.1%,23.8%,-12.0%,-0.5%
nt,29.6%,O=C(CCN1C(=O)c2ccccc2S1(=O)=O)Nc1cccc(F)c1,-2.4%,6.6%,-14.1%,-11.8%,-25.3%,1.4%,nt
-1.1%,-3.6%,O=C(c1cccs1)N1CCN(Cc2cccc([N+](=O)[O-])c2)CC1,0.0%,149.8%[activator],20µM*,-2.4%,11.2µM*,28.2µM*,-0.3%
10.9%,nt,Cc1ccc(OCCSc2nnc(-c3cccs3)o2)cc1Cl,-18.2%,-1.6%,180.5%[activator],-10.7%,41.4%[activator][59 µM],40.1%[activator],-8.8%
30.6%,-1.5%,COC(=O)Cc1[nH]n(-c2ccccc2)c(=O)c1C(C)=Nc1ccccc1,-0.4%,24.3%,-22.7%,-12.2%,50.1µM*,-30.3%,-4.9%
-14.6%,-1.5%,COc1cccc2c(=O)ccoc12,-2.5%,8.3%,-3.5%,-13.5%,10.2%[12.7 µM],-30.7%,-1.4%
-7.3%,0.7%,O=C(Nc1ccc(Br)cc1)Nc1ccccc1F,-2.8%,36.0%[activator],-11.8%,-1.9%,10.6%,1.1%,-6.4%
-4.4%,13.7%,COc1ccc(-c2nn(-c3ccccc3)cc2CN(C)CCn2ccnc2C)c(F)c1,-2.9%,?,-21.4%,-20.7%,-1.2%[59 µM],?,-8.5%
4.1%,3.1%,Cn1cnnc1Sc1nc([N+](=O)[O-])nn1C,-4.3%,24.4%,-2.6%,-13.3%,12.3%,3.3%,-4.8%
-1.1%,-1.7%,CCc1ccc(/C=C2\Oc3c(ccc(O)c3CN3CCN(CCO)CC3)C2=O)cc1,6.4%,-24.5%,-10.3%[11.4 µM],20.0%,-5.3%,-0.5%,1.0%
36.6%,16.0%,Clc1ccc(CNc2nnnn2-c2ccccc2)c(Cl)c1,-2.1%,-13.1%,17.3%[57.1 µM],-17.4%,22.0%,-5.8%,-1.0%
-0.2%,32.8%,O=C(N/C(=C\c1ccccc1)C(=O)N1CCCCC1)c1ccc(Br)o1,2.9%,-19.8%,-5.7%,-1.1%,33.1%,-20.7%,-3.2%
11.6%,2.4%,Cc1cc(=O)oc2cc(OCC(=O)N(C)C3CCS(=O)(=O)C3)c(Cl)cc12 (configuration not stated),-0.7%,8.2%,-22.8%,-4.0%,0.1%[59 µM],-0.8%,-2.2%
nt,15.6%,COc1ccc(-n2c(=O)c(-c3cccc(Cl)c3)nc3cncnc32)cc1,8.8%[60.1 µM],nt,nt,nt,8.5%[0.501 µM],nt,1.6%
-3.5%,0.3%,COc1cccc(NC(=S)Nc2ccc(O)cc2)c1,-7.1%,20.9%,-20.3%,-19.0%,8.91µM*,?,-7.0%
0.5%,61.2%[activator],CN(C)S(=O)(=O)c1cccc(C(=O)Nc2n[nH]c(C(F)(F)F)n2)c1,-12.2%,35.8%[activator],7.08µM*,-10.3%,11.4%,-16.9%,-5.1%
-0.2%,-2.0%,c1ccc(C2CC(c3cccs3)Nc3nnnn32)cc1 (configuration not stated),-7.1%,79.5%[activator],2.1%,-25.3%,-18.4%,-19.8%,-1.9%
10.4%,-1.5%,O=C1CCN(S(=O)(=O)c2ccccc2)CCN1CCOCc1ccc(C(F)(F)F)cc1,-15.4%,6.0%,-14.4%,-7.4%,17.6%[12.7 µM],5.5%,1.1%
23.7%,-1.3%,Cc1ccc(C(=O)O/N=C(\N)c2cccnc2)cc1[N+](=O)[O-],-0.1%,50.8%[activator],-19.2%,-17.3%,-14.9%[59 µM],-6.6%,0.1%
-17.2%,-6.9%,CCCn1c(=O)[nH]c(=O)c2c(C(=O)OCC)cc(-c3cccs3)nc21,2.5%,57.1%[activator],?,-24.5%,-3.3%,-23.5%,-18.6%
nt,-7.3%,CC(=O)NC12CC3CC(C1)CC(C(=O)NCC(=O)Nc1c(C)cc(C)cc1C)(C3)C2,-14.6%,-1.0%,-1.4%,-0.3%,13.5%[12.7 µM],-2.5%,nt
10.1%,-1.5%,CCN(CC)c1ccc(/C=N/NC(=O)CCC(=O)NCc2ccccc2)c(O)c1,-22.1%,5.9%,-27.9%,-1.7%,15.7%[59 µM],-6.3%,0.9%
0.1%,7.2%,CC(C)c1ccc(/C=N/NC(=O)C(=O)NCCCN2CCOCC2)cc1,-0.1%,-5.7%,-11.8%,4.2%,8.2%[59 µM],0.9%,3.4%
nt,41.8%,CC1CCCC(C)N1C(=O)COC(=O)COc1ccc(C#N)cc1 (configuration not stated),-11.6%,5.9%,-1.6%,-5.4%,nt,nt,nt
20.7%,2.8%,Cc1ccc(NC(=O)C2(N(C(=O)Cn3nnnc3N)c3ccc(C)cc3)CCCCC2)cc1,-17.6%,2.6%,-4.1%,1.9%,7.0%[59 µM],8.1%,-1.6%
-0.3%,1.2%,COc1cccc(CNc2nc3ccccc3n2C)c1O,10.8%,-7.6%,-15.8%,-9.8%,11.7%[0.501 µM],-16.9%,-3.1%
7.8%,-3.7%,Cn1c(COc2ccc3ccccc3c2)nnc1SCC(N)=O,-10.1%,26.6%,-3.5%,-15.7%,12.5%,2.5%,2.9%
4.8%,7.7%,O=C(O)CN1C(=O)CSC1=S,-28.5%,?,-2.1%,-9.1%,?,-24.0%,-2.1%
-1.8%,-0.1%,CC(C)CNC(=O)C1CCN(c2ccc(S(=O)(=O)N3CCOCC3)cc2[N+](=O)[O-])CC1,-7.2%,21.7%,-16.3%,-4.3%,-22.6%[12.7 µM],-18.3%,-1.8%
8.3%,-0.2%,O=C(Nc1ccc(Cl)c([N+](=O)[O-])c1)Nc1nc2ccccc2s1,nt,nt,nt,nt,-8.7%[12.7 µM],-16.1%,-0.9%
19.9%,-9.1%,Cn1c(C(=O)N2CCCC(C(=O)N3CCN(C(=O)c4ccco4)CC3)C2)cc2sccc21 (configuration not stated),1.2%,-19.9%,-18.3%,-15.0%,4.0%,3.9%,3.7%
-0.8%,-5.3%,Cc1ccc(NC(=O)COC(=O)CCc2nc3ccccc3c(=O)[nH]2)c(Br)c1,0.3%,29.6%,-2.3%,-12.2%,?,nt,-1.9%
37.3%,8.9%,COCc1nnc(NC(=O)c2ccc(S(=O)(=O)N3CCCc4ccccc43)cc2)o1,-14.3%,64.8%[activator],-17.5%,-9.1%,35.1%[12.7 µM],?,-4.5%
0.6%,-0.2%,NS(=O)(=O)c1ccc(CNC(=O)NC23CC4CC(CC(C4)C2)C3)cc1,-4.0%,37.3%[activator],0.6%,-0.5%,10.9%[12.7 µM],-1.1%,-1.7%
2.9%,-6.1%,O=C1Nc2ccc(Cl)cc2C(=O)C1(F)c1ccccc1 (configuration not stated),-4.4%,128.6%[activator],8.1%[57.1 µM],-16.5%,-1.9%,-4.5%,-0.2%
4.4%,-1.2%,c1ccc(N2CCCCC2)c(NC2=NCCC2)c1,-6.4%,12.3%,-4.4%,4.0%,13.3%,-5.9%,3.8%
18.9%,6.2%,O=C(Nc1cccc(NC(=O)c2ccccc2Cl)c1)c1ccc(F)cc1,-14.0%,?,-6.5%,-6.7%,nt,?,-4.9%
2.0%,-1.4%,CC(C)(C)[C@@H]1C=C(C(=O)Nc2ccccc2)O[C@H](OCc2ccc(CO)cc2)C1,-5.7%,-17.0%,-29.4%,-5.7%,25.5%[59 µM],-1.9%,-17.7%
1.8%,17.0%,Cc1[nH]c2ccc(C(=O)N3CCN(c4ccccn4)CC3)cc2c1C,4.2%,16.9%,-31.1%,-16.9%,-24.0%,-29.7%,-2.8%
6.8%,-0.3%,O=C1C2C3C=CC([C@@H]2C(=O)N1C1CCCCC1)[C@H]1C(=O)N(C2CCCCC2)C(=O)C31 (some centres not stated),2.1%,-8.7%,18.6%,-11.9%,50.6%[12.7 µM],4.5%,-2.0%
55.0%,14.8%,CCOc1ccc(N2C(=O)C3ON(C)C(c4ccc([N+](=O)[O-])cc4)C3C2=O)cc1 (configuration not stated),10.4%,17.2%,-2.4%,2.5%,-12.0%[59 µM],3.1%,-0.2%
4.9%,3.8%,N#CCSc1n[nH]c2nc3c(c(=O)n12)C1(CCCCC1)Cc1ccccc1-3,-14.4%,?,14.8%,?,nt,-2.1%,0.0%
